Source: PubChem
CAL PDZ FP-1 = blocks peptide binding to the human CAL PDZ domain; purified CAL PDZ, TMR-peptide fluorescence polarization, 1 h; inhibition, % at 24.9 µM; 300,000 compounds, 0.92% hits; AID 602252;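 active = mean inhibition of at least 30% with at least half of replicates also reaching 30%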;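 also: 0% = DMSO neutral control and 100% = excess unlabeled competitor peptide PRC23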
Rtt109 Vps75 = blocks Candida albicans Rtt109/Vps75 acetyltransferase activity | AID 540336 | Q5AAJ8 | inhibition, % at 34.9 µM | 330,000 compounds, 0.16% hits | purified Rtt109/Vps75, ThioGlo CoA-SH fluorescence, 4 h;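 active = inhibition of at least 50% in every replicate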
Target sequence (Q5AAJ8 whole entry, looked up): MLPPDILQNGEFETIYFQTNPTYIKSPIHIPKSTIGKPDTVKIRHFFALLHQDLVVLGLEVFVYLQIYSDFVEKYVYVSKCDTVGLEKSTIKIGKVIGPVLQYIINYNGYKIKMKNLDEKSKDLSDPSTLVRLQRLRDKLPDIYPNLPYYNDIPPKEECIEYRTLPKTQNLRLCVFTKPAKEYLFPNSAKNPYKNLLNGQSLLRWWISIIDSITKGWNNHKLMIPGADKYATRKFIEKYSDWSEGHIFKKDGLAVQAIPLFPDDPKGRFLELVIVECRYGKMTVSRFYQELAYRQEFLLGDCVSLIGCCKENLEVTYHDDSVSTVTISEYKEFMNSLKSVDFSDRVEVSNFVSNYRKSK
Keap1-Nrf2 PPI = inhibitors of human Keap1-Nrf2 protein-protein interaction; Q14145; Keap1 Kelch-Nrf2 peptide fluorescence polarization, 1536-well; inhibition, % at 9.4 µM; 340,000 compounds, 0.15% hits; AID 504523; in the data active = inhibition above about 12%;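 also: human Keap1 Kelch domain with fluorescein labeled Nrf2 9mer peptide probe; 0% = neutral control wells and 100% = peptide positive control; higher means more block of Keap1 binding to Nrf2 peptide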
C-LANA FP = KSHV C-LANA DNA binding inhibition. MBP-C-LANA/FAM-LBS DNA binding, fluorescence polarization. inhibition, % at 9 µM. 340,000 compounds, 0.078% hits. AID 504423;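 active = highest replicate inhibition at or above 60% at 9 µM, even if other replicates fall short; inactive = all replicates below 60% inhibition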;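 also: 0% = neutral control wells and 100% = 4 µM acridine orange control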
PKA-R2B activ = PKA-R2B complex activation. 340,000 compounds, 0.079% hits. activation, % at 11.4 µM. PKA-R2B holoenzyme dissociation, Cy5-IP20 fluorescence polarization; R2B truncated from residue 108, S112A mutant; 0% DMSO only, 100% 113 µM cGMP;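 active = activation above a cutoff set at the mean over all compounds plus 3 SD, cut at about 18% in these data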;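 also: higher means more holoenzyme dissociation and a rise in polarization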
RTF Ca sens act = cardiac RTF calcium sensitization. activation, % at 7.2 µM. P19429+P45379. IANBD-labeled TnC RTF fluorescence at EC20 calcium; 0% EC20 calcium, 100% full calcium. 340,000 compounds, 0.24% hits;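 active = activation above the mean over all tested compounds plus 3 SD, cut at about 30% in these data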;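 also: rise in fluorescence read as greater calcium sensitivity of cardiac thin filaments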
Cardiac RTF inh = cardiac RTF calcium desensitization | P19429+P45379 | IANBD-labeled cardiac RTF, Ca2+ fluorescence | inhibition, % at 7.15 µM | 340,000 compounds, 0.12% hits | AID 493244;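 active = inhibition above the mean inhibition of all tested compounds plus 3 SD, cut at about 17% in these data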;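 also: assay run at fixed EC70 calcium of 1.6 mM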
CAL PDZ FP-2 = blocks peptide binding to human CAL PDZ domain; Q9HD26; purified CAL PDZ, TMR-peptide fluorescence polarization, 1 h; inhibition, % at 20 µM; 330,000 compounds, 0.02% hits; AID 504414;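 active = highest replicate inhibition of at least 40%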;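 also: plate controls were DMSO neutral control wells for no effect and unlabeled competitor peptide control wells for full effect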
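material = purified tagged CAL PDZ domain construct (CerCALP) | compound dosing = 20 µM, one dose | times = 1 h at RT | measured by = fluorescence polarization from S- and P-plane intensities, G-factor corrected | read-out = inhibition from polarization loss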
SR-BI uptake up = enhances SR-BI lipid uptake from DiI-HDL; CHO ldlA[mSR-BI] cells, DiI-HDL uptake fluorescence, 3 h; 100 = double the neutral-control signal; activation, % at 12.5 µM; 320,000 compounds, 0.096% hits; AID 504775;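 active = mean replicate activation of at least 60% and every replicate at or above 60%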;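 also: 0% = median plate neutral-control signal and 100% = twice that signal; values of inactives mirror those of a sister screen read the other way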
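Assay system: CHO ldlA[mSR-BI] cells, LDL receptor-null, SR-BI overexpressing; medium: Ham's F12 with 0.5% BSA, HEPES 25 mM, pH 7.4; also added: DiI-HDL 10 µg/mL; timing: 3 h uptake period with compound, 37 °C; signal: DiI fluorescence, bottom read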
DAGLB inhibitor = diacylglycerol lipase beta (human) inhibition | Q8NCG7 | HEK293T DAGLB membrane lysate, EnzChek fluorogenic substrate | inhibition, % at 5.17 µM | 340,000 compounds, 0.059% hits | AID 504411; in the data active = inhibition above about 34%;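 also: 0% = enzyme with vehicle and 100% = wells lacking enzyme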
Target sequence (Q8NCG7 whole entry, looked up): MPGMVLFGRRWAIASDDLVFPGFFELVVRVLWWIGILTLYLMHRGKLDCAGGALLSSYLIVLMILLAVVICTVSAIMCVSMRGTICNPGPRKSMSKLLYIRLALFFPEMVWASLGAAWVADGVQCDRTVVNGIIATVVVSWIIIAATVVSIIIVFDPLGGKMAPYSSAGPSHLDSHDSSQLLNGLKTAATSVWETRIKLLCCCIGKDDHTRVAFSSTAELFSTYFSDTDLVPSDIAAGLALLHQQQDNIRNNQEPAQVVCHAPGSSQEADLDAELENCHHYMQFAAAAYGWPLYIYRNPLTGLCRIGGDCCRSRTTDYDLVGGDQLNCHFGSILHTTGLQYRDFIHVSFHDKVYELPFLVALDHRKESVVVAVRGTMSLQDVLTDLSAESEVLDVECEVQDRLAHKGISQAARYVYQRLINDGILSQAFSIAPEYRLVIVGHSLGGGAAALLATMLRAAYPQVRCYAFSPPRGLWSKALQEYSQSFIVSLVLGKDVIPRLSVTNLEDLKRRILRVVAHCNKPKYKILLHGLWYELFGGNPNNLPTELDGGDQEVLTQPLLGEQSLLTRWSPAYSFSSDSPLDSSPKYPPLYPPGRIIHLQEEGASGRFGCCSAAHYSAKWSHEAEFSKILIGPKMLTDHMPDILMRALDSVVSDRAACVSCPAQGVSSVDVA
Starred values were filed as active, the others as inactive.

Cc1ccc(NC(=S)N2CCCC2)cc1C was read as CAL PDZ FP-1 5.9, Rtt109 Vps75 -7.2, Keap1-Nrf2 PPI -1.0, C-LANA FP 2.4, PKA-R2B activ -3.4, RTF Ca sens act 1.8, Cardiac RTF inh -3.0, CAL PDZ FP-2 -2.1, SR-BI uptake up 18.9 and DAGLB inhibitor -3.2.
Screening O=C(NCc1ccccn1)c1ccc(NC(=O)c2ccco2)cc1 returned CAL PDZ FP-1 -1.0, Rtt109 Vps75 -3.5, Keap1-Nrf2 PPI -1.1, C-LANA FP 0.5, PKA-R2B activ -2.8, RTF Ca sens act 1.1, Cardiac RTF inh -0.5, CAL PDZ FP-2 -0.6, SR-BI uptake up 2.8 and DAGLB inhibitor -1.0.
Screening Cc1scc(C(=O)NNC(=S)NCc2ccccc2)c1C returned CAL PDZ FP-1 -3.6, Rtt109 Vps75 -0.1, Keap1-Nrf2 PPI 0.0, C-LANA FP -0.3, PKA-R2B activ -1.0, RTF Ca sens act 5.2, Cardiac RTF inh -3.8, CAL PDZ FP-2 -2.0, SR-BI uptake up 10.6 and DAGLB inhibitor 1.0.
For CN(c1ccc(OCC(=O)OCc2nnc(-c3ccccc3)o2)cc1)S(=O)(=O)c1ccc(Cl)cc1 the results were CAL PDZ FP-1 -3.2, Rtt109 Vps75 -10.2, Keap1-Nrf2 PPI -8.9, C-LANA FP -0.3, PKA-R2B activ -3.1, RTF Ca sens act 1.9, Cardiac RTF inh -6.9, CAL PDZ FP-2 -1.9, SR-BI uptake up 19.4 and DAGLB inhibitor 2.4.
CCCCc1ccc(S(=O)(=O)N/N=C(/C)c2ccncc2)cc1 was read as CAL PDZ FP-1 -2.3, Rtt109 Vps75 6.6, Keap1-Nrf2 PPI -0.5, C-LANA FP -1.7, PKA-R2B activ 0.2, RTF Ca sens act -4.9, Cardiac RTF inh -5.1, CAL PDZ FP-2 -2.6, SR-BI uptake up 24.9 and DAGLB inhibitor -1.8.
Screening CCC(=O)Nc1cc(C(=O)OCC(=O)c2ccccc2Cl)ccc1C returned CAL PDZ FP-1 1.3, Rtt109 Vps75 -4.5, Keap1-Nrf2 PPI -2.9, C-LANA FP -0.1, PKA-R2B activ 6.4, RTF Ca sens act -2.4, Cardiac RTF inh -5.4, CAL PDZ FP-2 0.3, SR-BI uptake up -13.3 and DAGLB inhibitor 0.7.
Screening O=C(Nc1cc(Cl)ccc1N1CCOCC1)c1ccc(N2CCCC2=O)cc1 returned CAL PDZ FP-1 -1.7, Rtt109 Vps75 4.6, Keap1-Nrf2 PPI -1.3, C-LANA FP 3.7, PKA-R2B activ -3.6, RTF Ca sens act 5.1, Cardiac RTF inh 0.4, CAL PDZ FP-2 -0.9, SR-BI uptake up -66.5 and DAGLB inhibitor -3.1.
`Cc1nc(-c2ccc3c(c2)OCCO3)cs1` gave CAL PDZ FP-1 -1.8, Rtt109 Vps75 -5.5, Keap1-Nrf2 PPI 2.6, C-LANA FP -1.7, PKA-R2B activ -9.4, RTF Ca sens act 4.3, Cardiac RTF inh -5.8, CAL PDZ FP-2 -2.6, SR-BI uptake up 0.3 and DAGLB inhibitor -1.8.
Cc1ccc(C(=O)NC(=S)NCCCN2CCOCC2)cc1 was read as CAL PDZ FP-1 -7.6, Rtt109 Vps75 0.9, Keap1-Nrf2 PPI -5.4, C-LANA FP -0.1, PKA-R2B activ 3.8, RTF Ca sens act 2.0, Cardiac RTF inh -5.2, CAL PDZ FP-2 -0.5, SR-BI uptake up 23.3 and DAGLB inhibitor 0.2.
For COCCNC(=O)c1ccc(CSCc2cccc(Cl)c2)o1 the results were CAL PDZ FP-1 -1.6, Rtt109 Vps75 11.3, Keap1-Nrf2 PPI -0.6, C-LANA FP -0.6, PKA-R2B activ -5.6, RTF Ca sens act 0.6, Cardiac RTF inh -0.1, CAL PDZ FP-2 -1.0, SR-BI uptake up -18.4 and DAGLB inhibitor -3.3.

A stretch taken from the entries so far, as a working copy:
Cc1ccc(NC(=S)N2CCCC2)cc1C was read as CAL PDZ FP-1 5.9, Rtt109 Vps75 -7.2, Keap1-Nrf2 PPI -1.0, C-LANA FP 2.4, PKA-R2B activ -3.4, RTF Ca sens act 1.8, Cardiac RTF inh -3.0, CAL PDZ FP-2 -2.1, SR-BI uptake up 18.9 and DAGLB inhibitor -3.2.
Screening O=C(NCc1ccccn1)c1ccc(NC(=O)c2ccco2)cc1 returned CAL PDZ FP-1 -1.0, Rtt109 Vps75 -3.5, Keap1-Nrf2 PPI -1.1, C-LANA FP 0.5, PKA-R2B activ -2.8, RTF Ca sens act 1.1, Cardiac RTF inh -0.5, CAL PDZ FP-2 -0.6, SR-BI uptake up 2.8 and DAGLB inhibitor -1.0.

(listing goes on)
CCN1Cc2ccccc2-c2ccccc2S1(=O)=O was read as CAL PDZ FP-1 -2.2, Rtt109 Vps75 0.7, Keap1-Nrf2 PPI 1.5, C-LANA FP -2.2, PKA-R2B activ 3.8, RTF Ca sens act -1.8, Cardiac RTF inh -9.5, CAL PDZ FP-2 0.4, SR-BI uptake up 20.6 and DAGLB inhibitor 0.3.
For Cc1ccc(S(=O)(=O)N(C)c2ccc(C(=O)Nc3c(C)n(C)n(-c4ccccc4)c3=O)cc2)cc1 the results were CAL PDZ FP-1 -3.4, Rtt109 Vps75 -33.2, Keap1-Nrf2 PPI -2.3, C-LANA FP -2.3, PKA-R2B activ -0.3, RTF Ca sens act 1.7, Cardiac RTF inh -12.5, CAL PDZ FP-2 -2.0, SR-BI uptake up -14.8 and DAGLB inhibitor -1.7.
CCCN(C(=O)Cc1csc(-c2ccccc2)n1)C1CCS(=O)(=O)C1 (centres undefined) was read as CAL PDZ FP-1 1.7, Rtt109 Vps75 0.5, Keap1-Nrf2 PPI 3.3, C-LANA FP -1.3, PKA-R2B activ -1.2, RTF Ca sens act -1.3, Cardiac RTF inh -7.4, CAL PDZ FP-2 -1.9, SR-BI uptake up 5.4 and DAGLB inhibitor 3.1.
Screening CC1CCN(C(=O)C2CCCN2S(=O)(=O)c2ccc(Cl)cc2)CC1 (centres undefined) returned CAL PDZ FP-1 -2.8, Rtt109 Vps75 -10.9, Keap1-Nrf2 PPI -2.4, C-LANA FP -1.5, PKA-R2B activ -1.5, RTF Ca sens act -1.4, Cardiac RTF inh 2.7, CAL PDZ FP-2 -2.3, SR-BI uptake up 8.9 and DAGLB inhibitor -3.2.
Screening CC(C)CC(=O)N1CCN(S(=O)(=O)c2ccccc2)CC1 returned CAL PDZ FP-1 -1.8, Keap1-Nrf2 PPI -2.2, C-LANA FP -1.0, PKA-R2B activ 4.3, RTF Ca sens act 4.4, Cardiac RTF inh -4.8, CAL PDZ FP-2 -1.4, SR-BI uptake up 12.2 and DAGLB inhibitor -2.5.
COc1ccc(C2/C(=C(\O)c3ccc4c(c3)OCCO4)C(=O)C(=O)N2CCCN(C)C)c(OC)c1 (centres undefined) was read as CAL PDZ FP-1 1.0, Rtt109 Vps75 4.7, Keap1-Nrf2 PPI -3.8, C-LANA FP 1.1, PKA-R2B activ -4.5, RTF Ca sens act 0.5, Cardiac RTF inh 3.2, CAL PDZ FP-2 -1.9, SR-BI uptake up 5.1 and DAGLB inhibitor 0.7.
Screening Nc1nonc1-n1nncc1-c1ccccc1 returned CAL PDZ FP-1 0.6, Rtt109 Vps75 -9.7, Keap1-Nrf2 PPI -0.8, C-LANA FP -0.5, PKA-R2B activ 4.7, RTF Ca sens act 0.0, Cardiac RTF inh 1.6, CAL PDZ FP-2 -2.0 and DAGLB inhibitor 4.2.
For CN1C(=O)N(CC(=O)N2CCN(S(=O)(=O)/C=C/c3ccccc3)CC2)C(=O)C12CCCCC2 the results were CAL PDZ FP-1 10.8, Rtt109 Vps75 1.5, Keap1-Nrf2 PPI -6.8, C-LANA FP 1.9, PKA-R2B activ 5.1, RTF Ca sens act 3.6, Cardiac RTF inh 7.0, CAL PDZ FP-2 -0.7, SR-BI uptake up 19.2 and DAGLB inhibitor -1.5.
C/C(=N\NC(=O)c1c(Cl)c(C)nn1C)c1ccc(NC(=O)COc2ccc(Cl)cc2C)cc1 was read as CAL PDZ FP-1 -2.3, Rtt109 Vps75 1.8, Keap1-Nrf2 PPI -6.0, C-LANA FP -0.1, PKA-R2B activ 4.4, RTF Ca sens act -2.2, Cardiac RTF inh -5.8, CAL PDZ FP-2 -1.1, SR-BI uptake up -71.8 and DAGLB inhibitor -1.5.
`Cc1ccc(NC(=O)c2oc3ccccc3c2NC(=O)c2ccc3c(c2)OCO3)cc1` gave Rtt109 Vps75 -4.2, Keap1-Nrf2 PPI 2.3, C-LANA FP 0.8, PKA-R2B activ 8.2, RTF Ca sens act -1.5, Cardiac RTF inh -15.3, CAL PDZ FP-2 -2.1, SR-BI uptake up -36.2 and DAGLB inhibitor 0.9.
For COc1cccc2[nH]c3c(N4CCCC(C)C4)ncnc3c12 (centres undefined) the results were CAL PDZ FP-1 1.3, Rtt109 Vps75 4.0, Keap1-Nrf2 PPI -1.9, C-LANA FP 0.4, PKA-R2B activ 7.5, RTF Ca sens act -6.7, Cardiac RTF inh 5.6, SR-BI uptake up 3.2 and DAGLB inhibitor 5.9.
For CCC(C)(C)NC(=O)c1cc(S(=O)(=O)N2CCc3ccccc32)cn1C the results were Rtt109 Vps75 12.8, Keap1-Nrf2 PPI -5.2, C-LANA FP -3.0, PKA-R2B activ 0.3, RTF Ca sens act 4.3, Cardiac RTF inh -2.1, CAL PDZ FP-2 0.8, SR-BI uptake up 6.1 and DAGLB inhibitor -4.0.
For CCn1c(SCC(=O)Nc2sc(C)c(C)c2C#N)nnc1C(C)C the results were CAL PDZ FP-1 -3.3, Rtt109 Vps75 -1.6, Keap1-Nrf2 PPI -0.3, C-LANA FP -0.7, PKA-R2B activ -0.5, RTF Ca sens act -0.1, Cardiac RTF inh 2.0, CAL PDZ FP-2 -1.9, SR-BI uptake up -13.2 and DAGLB inhibitor -2.6.
Screening Cc1cc(C(=O)N2CCCCCC2)cs1 returned CAL PDZ FP-1 -0.6, Rtt109 Vps75 2.9, Keap1-Nrf2 PPI -1.0, C-LANA FP 0.2, PKA-R2B activ 8.3, RTF Ca sens act -1.9, Cardiac RTF inh -0.6, CAL PDZ FP-2 0.0, SR-BI uptake up 12.0 and DAGLB inhibitor -0.5.
`Cc1ccc(-n2c(SCC(=O)N3Cc4ccccc4CC3C(=O)O)nnc2-c2cccnc2)c(C)c1` (centres undefined) gave CAL PDZ FP-1 16.7, Rtt109 Vps75 1.3, Keap1-Nrf2 PPI 0.6, C-LANA FP 0.5, PKA-R2B activ -13.6, RTF Ca sens act -5.8, Cardiac RTF inh 8.0, CAL PDZ FP-2 -0.4, SR-BI uptake up -0.8 and DAGLB inhibitor 3.0.
For Cc1ccc(NC(=O)/C=C\C(=O)O)c([N+](=O)[O-])c1 the results were CAL PDZ FP-1 -4.8, Rtt109 Vps75 2.0, Keap1-Nrf2 PPI -1.0, C-LANA FP -0.8, PKA-R2B activ -5.5, RTF Ca sens act 2.0, Cardiac RTF inh -6.9, CAL PDZ FP-2 0.4, SR-BI uptake up 10.5 and DAGLB inhibitor 1.9.
